# High-throughput results as filed in PubChem.
# RmlCD inh 1536 – M. tuberculosis RmlC/RmlD coupled enzyme inhibitors, primary screen, biochemical, compound mixtures, 384-well, from 1536-well plates; dTDP-4-dehydrorhamnose reductase (Mycobacterium tuberculosis (strain ATCC 25618 / H37Rv)) …; RmlC+RmlD coupled enzyme assay, percent inhibition; primary screen in compound mixtures; inhibition, % at 3.6 µM; 160,000 compounds, 0.03% hits; AID 1533, 2009; in the data active means inhibition mostly above about 34%, no sharp cut-off; inconclusive means no clear call, values can overlap the other calls; inactive means mostly below about 22%; further: some results filed as inactive read as strong as hits
# Target sequence (P9WH09 whole entry, looked up): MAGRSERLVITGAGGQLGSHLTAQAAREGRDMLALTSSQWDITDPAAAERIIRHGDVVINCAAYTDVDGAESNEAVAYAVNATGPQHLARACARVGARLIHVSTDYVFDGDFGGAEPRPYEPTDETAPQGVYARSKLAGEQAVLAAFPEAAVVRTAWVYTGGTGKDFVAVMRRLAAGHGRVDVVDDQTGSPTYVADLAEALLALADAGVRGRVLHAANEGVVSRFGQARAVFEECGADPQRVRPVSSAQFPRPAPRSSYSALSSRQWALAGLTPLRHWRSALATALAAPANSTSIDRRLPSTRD
# Target sequence (P9WH11 whole entry, looked up): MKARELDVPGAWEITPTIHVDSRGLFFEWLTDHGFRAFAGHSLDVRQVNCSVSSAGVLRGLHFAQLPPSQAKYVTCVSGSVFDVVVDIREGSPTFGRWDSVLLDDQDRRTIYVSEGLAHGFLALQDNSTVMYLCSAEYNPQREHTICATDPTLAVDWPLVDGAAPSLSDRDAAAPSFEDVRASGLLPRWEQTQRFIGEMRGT
# M. tuberculosis GlmU – inhibition of mycobacterial GlmU enzyme – biochemical, glucosamine-1-phosphate acetyltransferase (AID 1376) | Bifunctional protein GlmU (Mycobacterium tuberculosis (strain ATCC 25618 / H37Rv)) | inhibition, %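 (tested at 30 µM in the primary screen)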; hits with a dose series show IC50 in µM | 220,000 compounds, 0.25% hits | M. tuberculosis GlmU acetyltransferase enzyme assay; higher % means a stronger effect; in the data active means inhibition above about 13%; inconclusive means no clear call, values can overlap the other calls;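 further: 0% = complete reaction with vehicle and 100% = reaction without substrate; strong numbers were not always called active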
# Active calls of the source: *; ? = inconclusive; . = no result given; & = joins results of further samples. This is a subset, so the mix of outcomes need not match the whole.
SMILES,RmlCD inh 1536,M. tuberculosis GlmU
NC(=O)C1CCN(C(=O)c2ccc3nc(N4CCCCC4)sc3c2)CC1,12,1.1%
CCN(CC)CCCNc1nc(-n2nc(C)cc2C)nc2sc3c(c12)CC(C)(C)OC3,-3,2.9%
C=CCn1c(=NC(=O)c2cc(Cl)sc2Cl)sc2cc(S(N)(=O)=O)ccc21,8,-3.2%
CCn1c(-c2ccc(-c3ccccc3)cc2)c[nH]c1=S,.,1.7%
COC(=O)Cc1c(C)nc2nc[nH]n2c1=O,16,2.0%
CC(C)N(C(=O)c1ccc(-c2ccccc2F)cc1)C(C)C,8,-1.5%
CCOc1ccc(N2CC(C(=O)OC)CC2=O)cc1 (stereo not drawn),-9,-1.2%
COc1ccc(CNC(=O)COC(=O)c2cc(-c3ccc(Cl)s3)nc3ccccc23)cc1,-3,.
CCN(CC)C(=O)CSc1nc2ncc(Br)cc2[nH]1,5,-0.3%
COc1ccc(C2C=C(c3ccccc3)Nc3nnnn32)cc1 (stereo not drawn),-2,4.8%
COc1ccc(-c2nc3c(-c4ccc(Cl)cc4)cnn3cc2C)cc1F,9,3.6%
COc1ccc(NC(=O)Nc2cccc3cccnc23)cc1,.,-6.6%
CCOC(=O)C(C)(CC)NC(=O)CSP(=S)(OCC)OCC (stereo not drawn),-5,4.1%
COc1ccc(C(=O)C2CCCN(Cc3ccc(C#CCCO)cc3)C2)cc1F (stereo not drawn),10,1.8%
C/C(=N\NC(=O)C1(C)CC1(Br)Br)c1ccc([N+](=O)[O-])cc1 (stereo not drawn),.,-4.7%
O=C(Cc1ccccc1)Nc1cccnc1,.,-0.6%
Cc1cc(C)n(CNc2nc(C(F)(F)F)cs2)n1,.,-3.3%
O=C(OCC(=O)N1CCc2ccccc21)c1ccc[n+]([O-])c1,-3,-0.4%
CCOC(=O)c1c(C)n(C)c2ccc(OC)c(NC(=O)CN3CCSCC3)c12,9,10%
O=C1NC(=O)N(c2ccccc2)C(=O)/C1=C/c1ccc(Sc2ccccc2)o1,.,20%
COC(=O)c1ccc(COc2ccc(C)cc2[N+](=O)[O-])o1,-6,-4.9%
O=C(Cc1ccccc1)NCc1cccnc1,-7,-0.2%
Cc1ccccc1NC(=O)C1c2cccc[n+]2CC(=O)N1Cc1ccc2c(c1)OCO2 (stereo not drawn),-2,7.2%
O=C(Cc1ccccc1)NN1C(=O)C2C3C=CC([C@@H]2C1=O)C31CC1 (stereo partly drawn),.,-5.0%
Cc1cc(C(F)(F)F)nc(-n2cc(-c3ccccc3)nn2)n1,0,4.0%
Cc1ccc(CNC(=O)c2ccc3c(=O)[nH]c4c(C(=O)NCC5CCCO5)sc(=S)n4c3c2)cc1 (stereo not drawn),5,13%*
CCCCN(CCCC)C(=O)c1sc2nc(N3CCOCC3)c3c(c2c1N)CCCC3,3,2.5%
Cc1csc(NC(=O)COCC(=O)O)c1-c1nc2ccccc2s1,-2,-1.4%
CN1C(=O)/C(=C/c2cn(CC(=O)NCc3ccco3)c3ccccc23)NC1=S,.,-1.3%
O=C(C1CCCC1)N1CCN=C1SCc1cccc([N+](=O)[O-])c1,16,-4.7%
CCOc1cc(/C=C2\C(=O)N(c3cccc(C(F)(F)F)c3)C(=O)c3ccccc32)ccc1O,-7,-8.2%
Cc1c(N=C2C=C(Br)C(=O)C(Br)=C2)c(=O)n(-c2ccccc2)n1C,?,15%*
Cc1ccc(S(=O)(=O)NNC(=S)NCCc2ccccc2)cc1,.,3.0%
O=C(CSc1nnnn1C1CCCCC1)Nc1ccccc1N1CCOCC1,-7,8.6%
Cc1ccc(CNC(=O)CN(C)S(=O)(=O)c2cccc3nsnc23)cc1,7,1.7%
COc1ccc(NC(=S)N(Cc2ccc(C(=O)O)cc2)Cc2ccc(OC)c(OC)c2)cc1,59,-2.6%
O=C(N/N=C/c1cccs1)c1ccccn1,0,-0.9%
Cc1[nH]c(=O)c(C#N)cc1-c1ccncc1,0,-2.2%&-4.7%
CC(=O)n1cc(Nc2ccccc2C(=O)O)c2ccccc21,-2,4.7%
CCOc1ccc(-n2c(=O)c3ccccc3c3ccccc3c2=O)cc1,?,6.2%
O=C(NC(=S)Nn1cnc2c(cnn2-c2ccccc2)c1=O)c1ccc(Oc2ccccc2)cc1,-28,0.4%
CCCCC(=O)N(CCOC)c1nnc(-c2cccnc2)s1,19,-7.6%
C=CCOc1c2ccc(C(=O)NCc3ccccc3OC)cc2nn1C,4,0.8%
COc1ccc(CNC(=O)COC(=O)/C=C/c2cccc(Br)c2)cc1,-9,-3.1%
COc1ccc(-n2nc([N+](=O)[O-])c(=NCc3cccnc3)n2O)cc1,-6,4.8%
Cc1cc(N/N=C2/CCCc3ccccc32)nc2ccccc12,2,0.8%
CN1CCN(C(=O)c2ccc(N(C)S(=O)(=O)c3cccs3)cc2)CC1,4,3.8%
Cc1ccc(NC(=O)c2cccc3c2-c2ccccc2C3=O)cc1C,.,8.2%
CCn1cc(SCC(=O)NCc2ccc3c(c2)OCO3)c2ccccc21,4,0.6%
CCOc1ccc(C(=O)N2CCCN(C(=O)c3ccc(OCC)cc3)CC2)cc1,11,-0.1%
# Following part
SMILES,RmlCD inh 1536,M. tuberculosis GlmU
Cc1cc(NS(=O)(=O)c2ccc(NC(=O)c3cc4ccccc4o3)cc2)nc(C)n1,12,4.4%
O=C1Nc2ccccc2C(O)(C(=O)NC2CC2)N1c1ccc(Cl)c(Cl)c1 (stereo not drawn),3,-2.7%
N#CC(C(=O)NC1CCCCC1)c1nc2ccccc2nc1N1CCN(c2ccccc2F)CC1 (stereo not drawn),8,.
COc1ccc(-c2nc3n(c2C)CCC3)cc1,7,-7.8%
O=C(NNC(=O)C1CC1c1ccccc1)Nc1cccc(Cl)c1 (stereo not drawn),-11,1.9%
CCOC(=O)c1cnn(-c2sc(C(=O)OCC)c(C)c2C(=O)OCC)c1N,.,6.1%&-8.4%
CC(NC(=O)C1(c2cccs2)CCOCC1)c1ccccc1 (stereo not drawn),11,1.2%
Cc1nc2cc(-c3sccc3-n3cccc3)nn2c(C)c1C,0,.
O=C(COc1ccccc1)Nc1ccccc1NS(=O)(=O)c1cccs1,-12,2.8%
COc1cc(OC)cc(C(=O)N[C@H](C(=O)OCC(=O)c2ccc3c(c2)NC(=O)CO3)C(C)C)c1,13,0.3%
CC1=C(C(=O)c2ccccc2)C(c2cccc([N+](=O)[O-])c2)NC(=S)N1 (stereo not drawn),-10,-3.2%
CC(C)(C)c1ccc(N2C(=O)CSC2c2cccnc2)cc1 (stereo not drawn),8,-2.3%
CCc1nnc(NC(=O)c2nc3nccc(C)n3n2)s1,.,-4.5%
COc1ccc(CCNC(=O)c2ccc3ccccc3n2)cc1OC,-5,1.6%
Cn1c(O)c(C=Nc2ccc(N3CCOCC3)cc2)c(=O)n(C)c1=S,8,2.2%
CC(C)c1ccc(NC(=S)Nc2ccc3[nH]c(=O)[nH]c3c2)cc1,6,-3.9%
Cc1ccc(-n2nc(C(=O)O)cc2-c2ccccc2)cc1,3,-2.8%
O=C(c1ccc(Cl)nc1)N1CCC(Cc2ccccc2)CC1,.,1.4%
C=CCCC(=O)Nc1nc(C)c(-c2csc(Nc3cccc(OC)c3)n2)s1,7,-1.9%
Cc1ccc(-n2ncc3c(SCc4ccccn4)ncnc32)c(C)c1,-2,-1.7%
CCCCC(=O)NC(=S)Nc1cc(C(=O)O)ccc1OC,10,-0.6%
CC1(C)CC(=O)C=C(NNC(=O)OC(C)(C)C)C1,4,5.1%
Cc1nc2cc(-c3ccccc3)sc2c(=O)n1N,4,0.1%
O=C1NCCN1Cc1ccc(F)cc1,-10,0.7%
Cc1ccc(S(=O)(=O)NC(CC(=O)N2CCc3ccccc32)c2ccco2)cc1 (stereo not drawn),8,7.1%
O=C(COC(=O)C1CC1)NCc1ccccc1Cl,.,4.5%
CCCC(=O)Nc1ccc(NC(=O)c2ccccn2)cn1,9,-0.2%
Cc1ccc(NC(=O)Nc2ccc3c(c2)OCO3)nc1,16,-2.8%
O=C1C=C(Nc2ccccc2C(=O)O)c2ccccc2C1=O,.,6.3%
C/C=C(/C)C(=O)Nc1cccc(C2=NOC3(C2)C[C@@H](C(N)=O)N(C(=O)CC(c2ccccc2)c2ccccc2)C3)c1 (stereo partly drawn),3,2.9%
CCOc1c(Cl)cc(CNCC(C)C)cc1Cl,.,5.2%
O=C(O)CC1=C(Nc2ccccc2)C(=O)N(c2ccccc2)C1c1ccc(Br)cc1 (stereo not drawn),.,2.9%
CC1CC(=S)Nc2ccccc2S1 (stereo not drawn),.,4.0%
O=C(Cc1ncc(C(F)(F)F)cc1Cl)NCCc1ccccc1,-10,-3.5%
Cc1cc(C)c2c(c1)-c1cc(C)nn1C(c1ccc3c(c1)OCO3)N2 (stereo not drawn),.,-4.2%
CC(C)=CCN1CCN(Cc2cccnc2)CC1CCO (stereo not drawn),5,1.7%
O=C(CSc1ccc2nnc(-c3ccncc3)n2n1)Nc1ccc2c(c1)OCO2,.,6.8%
COC(=O)c1cccc(C23CC4(C2)[C@H](CN(Cc2ccc(-c5ccccc5)cc2)[C@@H]4c2ccccc2)C3c2ccc(Cl)nc2)c1 (stereo partly drawn),.,-3.9%
CC(C)c1ccc(C(=O)NC(=S)NCc2cccnc2)cc1,0,-5.3%
Cc1oc(-c2ccccc2)[n+]([O-])c1C,1,3.7%
NS(=O)(=O)c1ccc(NC(=O)COC(=O)c2ccc(Cl)cc2[N+](=O)[O-])cc1,55,2.5%
O=C(CCNS(=O)(=O)c1c(Cl)cccc1Cl)OCC(=O)c1ccccc1F,.,2.9%
C/C=C/C(=O)OCC(=O)Nc1ccc(F)cc1Cl,.,2.2%
CSc1nc(=S)n(Cc2ccccc2)c(C)c1C(C)=O,-13,-0.5%
CCS(=O)(=O)N1CCC(C(=O)NCc2ccccn2)CC1,2,-3.4%
CC(C)(C)C1CCC(=NNC(=O)C(=O)NCc2cccnc2)CC1 (stereo not drawn),-3,2.3%
CCOC(=O)C1CCN(C(=O)CCN2C(=O)C3C4C=CC(C4)C3C2=O)CC1 (stereo not drawn),16,5.2%
COc1ccc(Nc2nc(-c3ccccc3)nc3ccccc23)c(OC)c1,4,3.7%
CC1Cc2ccccc2N1S(=O)(=O)c1cnc(Cl)c(Br)c1 (stereo not drawn),.,2.6%
COc1ccccc1-c1nnc(NC(=O)CSc2nncn2C)s1,-10,0.7%
# The results go on:
SMILES,RmlCD inh 1536,M. tuberculosis GlmU
CCS(=O)(=O)NCCc1ccc(OC)c(OC)c1,.,0.0%
COc1ccccc1N1CC(C(=O)OC(C)C(=O)N2CCCc3ccccc32)CC1=O (stereo not drawn),5,.
Cc1cc(N)ccc1NC(=O)c1ccccc1,-6,-0.5%
Cc1cc(Oc2ccc(=O)n(C)n2)nc(SCCOc2ccccc2)n1,-16,3.2%
CCCNS(=O)(=O)c1ccc(CCC(=O)NCc2ccc3c(c2)OCO3)cc1,.,6.0%
COc1ccc(C(=O)OC(C(=O)c2ccc(C)cc2)c2ccccc2)cc1 (stereo not drawn),4,3.0%
CC(C)OC(=O)CSc1nc2ncc(Cl)cc2[nH]1,.,-0.5%
O=C(Nc1ccccc1)Nc1nccs1,.,2.0%
Cc1ccc(NC(=O)Cn2cnc3c(nnn3Cc3ccc(F)cc3)c2=O)cc1,2,-2.2%
O=S(=O)(NCCN1CCCC1)c1cccc2cccnc12,-5,2.8%
CCN1C(=O)/C(=C/c2cc(C)n(C)c2C)SC1=Nc1ccc(OC)cc1,2,-0.7%
Cc1ccc2[nH]c(=O)c(CN(C(=O)c3cccc([N+](=O)[O-])c3)C(C)(C)C)cc2c1,7,2.8%
COc1ccc(OCCSc2nnc(CCNC(=O)c3ccc(OC)cc3)n2C)cc1,-8,3.9%
CCc1ccc(S(=O)(=O)NCc2cn3ccccc3n2)s1,-8,-1.0%
COc1cc(CC(=O)OCC(=O)Nc2ccc([N+](=O)[O-])cc2)cc(OC)c1OC,9,-1.4%

# Entries listed so far with a thiophene ring, fused or not (13):
SMILES,RmlCD inh 1536,M. tuberculosis GlmU
CCN(CC)CCCNc1nc(-n2nc(C)cc2C)nc2sc3c(c12)CC(C)(C)OC3,-3,2.9%
C=CCn1c(=NC(=O)c2cc(Cl)sc2Cl)sc2cc(S(N)(=O)=O)ccc21,8,-3.2%
COc1ccc(CNC(=O)COC(=O)c2cc(-c3ccc(Cl)s3)nc3ccccc23)cc1,-3,.
CCCCN(CCCC)C(=O)c1sc2nc(N3CCOCC3)c3c(c2c1N)CCCC3,3,2.5%
Cc1csc(NC(=O)COCC(=O)O)c1-c1nc2ccccc2s1,-2,-1.4%
O=C(N/N=C/c1cccs1)c1ccccn1,0,-0.9%
CN1CCN(C(=O)c2ccc(N(C)S(=O)(=O)c3cccs3)cc2)CC1,4,3.8%
CCOC(=O)c1cnn(-c2sc(C(=O)OCC)c(C)c2C(=O)OCC)c1N,.,6.1%&-8.4%
CC(NC(=O)C1(c2cccs2)CCOCC1)c1ccccc1 (stereo not drawn),11,1.2%
Cc1nc2cc(-c3sccc3-n3cccc3)nn2c(C)c1C,0,.
O=C(COc1ccccc1)Nc1ccccc1NS(=O)(=O)c1cccs1,-12,2.8%
Cc1nc2cc(-c3ccccc3)sc2c(=O)n1N,4,0.1%
CCc1ccc(S(=O)(=O)NCc2cn3ccccc3n2)s1,-8,-1.0%

# Entries of single compounds from above. Order of screens: RmlCD inh 1536 | M. tuberculosis GlmU
# COc1ccc(OCCSc2nnc(CCNC(=O)c3ccc(OC)cc3)n2C)cc1 reads -8 | 3.9%
# CCc1ccc(S(=O)(=O)NCc2cn3ccccc3n2)s1 reads -8 | -1.0%
# COc1cc(CC(=O)OCC(=O)Nc2ccc([N+](=O)[O-])cc2)cc(OC)c1OC reads 9 | -1.4%
